SIAE primary = human SIAE inhibition, primary screen | inhibition, % at 9.66 µM | 370,000 compounds, 0.69% hits | AID 1053197 | SIAE FP-Rh probe binding, fluorescence polarization | Q9HAT2;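 active means inhibition above a cutoff: mean of compounds within the control limits plus 3 SD of those, cut at about 17% in these data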;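 further: 0% = plate median of compound wells and 100% = probe without SIAE protein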
mABHD4 FP = inhibits mouse alpha/beta hydrolase domain 4 | Q8VD66 | 370,000 compounds, 0.54% hits | AID 720543 | purified mABHD4, FP-Rh probe fluorescence polarization | inhibition, % at 8.92 µM;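 active means inhibition exceeding the mean over every tested compound plus 3 SD, cut at about 30% in these data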;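 further: 0% = plate median of compound wells and 100% = S159A mutant with DMSO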
Target sequence (Q8VD66 whole entry, looked up, the tested form may be a part): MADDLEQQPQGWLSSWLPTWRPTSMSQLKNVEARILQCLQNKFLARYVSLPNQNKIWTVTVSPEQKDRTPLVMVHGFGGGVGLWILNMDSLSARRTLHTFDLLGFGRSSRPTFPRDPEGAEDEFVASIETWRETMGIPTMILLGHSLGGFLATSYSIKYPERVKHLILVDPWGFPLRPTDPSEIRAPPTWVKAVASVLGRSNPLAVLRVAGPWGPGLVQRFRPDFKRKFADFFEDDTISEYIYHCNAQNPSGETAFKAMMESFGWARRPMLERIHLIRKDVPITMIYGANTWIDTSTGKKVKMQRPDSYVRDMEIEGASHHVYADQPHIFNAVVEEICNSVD
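assay system = mABHD4 protein | compound dosing = single nominal dose of 8.92 µM, 0.89% DMSO final | read-out basis = percent inhibition of probe binding, normalized to plate controls | schedule = Enzyme–compound pre-incubation 45 min, then probe 60 min, both 25 °C | detection = fluorescence polarization, excitation 525 nm, emission 598 nm, BODIPY TMR filters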
PRMT1 FP inh = PRMT1 (human) inhibition, primary screen; inhibition, % at 2.79 µM; Q99873; AID 652257; recombinant PRMT1, activity-based probe fluorescence polarization; 370,000 compounds, 1.3% hits;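 active means inhibition above about 21% made by adding two undisclosed values, limit read from the data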
Tn7 DDE FP = disrupts Tn7 cyclic peptide binding to fibrin D-Dimer-E complex. P02675. FP displacement of FITC-Tn7 peptide from fibrin DD(E); 0% = median of compound wells per plate. inhibition, % at 8.3 µM. 370,000 compounds, 0.13% hits;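 active means inhibition above the mean of compounds falling within the control limits plus 3 SD of them, cut at about 14% in these data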;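 further: 0% = plate median of compound wells and 100% = 10 µM Aha-Tn7 peptide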
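system = human fibrin DD(E) protein | quantity = DD(E) 2 µM final | medium = Tris/NaCl/CaCl2 buffer, pH 7.8 | also added = labelled Tn7 tracer, 0.1 µM | compound dosing = single point at 8.3 µM | timing = compound with protein 10 min, then 3 h after probe, room temperature | signal = FP measurement | benchmarks = Aha-Tn7 high control | repeats = one replicate per compound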
PG9 binder = binds the HIV-1 gp120 antibody PG9; 360,000 compounds, 0.43% hits; TR-FRET gp120-PG9 antibody binding; inhibition, % at 6.7 µM; AID 624416; in the data active means inhibition above about 8.5%
LEDGF integ inh = blocks HIV-1 LEDGF/p75-dependent DNA integration; TR-FRET IN-LEDGF/p75 DNA integration, Eu/Cy5; inhibition, % at 3.7 µM; 370,000 compounds, 0.64% hits; AID 743269;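 active means inhibition above the screen-wide mean plus 3 SD, cut at about 13% in these data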;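 further: signal is the Cy5 over europium emission ratio at 671 and 618 nm; 0% = plate median of compound wells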
HTRA1 inhibitor = inhibitors of human serine peptidase HTRA1. inhibition, % at 5.96 µM. Q92743. recombinant HTRA1, FP-rhodamine activity-based probe, fluorescence polarization. AID 504803. 340,000 compounds, 0.5% hits; in the data active means inhibition above about 36%;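 further: 0% = enzyme with DMSO and 100% = wells lacking enzyme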
TCR CD3 inh = human TCR-CD3 binding inhibition; TAMRA-labeled TCR probe fluorescence, biochemical; inhibition, % at 9.4 µM; 360,000 compounds, 0.37% hits; in the data active means inhibition above about 19%;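 further: recombinant mutant TCR 2C K166C tagged with TAMRA read by polarization; 0% = receptor in buffer alone and 100% = receptor with positive control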
TDP2 inh = TDP2 (human) inhibition, absorbance primary screen | O95551 | recombinant TDP2, T5PNP hydrolysis, p-nitrophenol absorbance 415 nm | inhibition, % at 12.8 µM | 370,000 compounds, 0.34% hits | AID 720702;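 active means inhibition above the mean of all tested compounds plus 3 SD, set per campaign, cut at about 25% in these data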;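 further: 0% = DMSO with enzyme and 100% = buffer with substrate but no TDP2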
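Read-out basis: percent inhibition. System: recombinant human TDP2. Buffer or medium: Mg2+-containing Tris-HCl buffer, pH 7.5. Repeats: single replicate. Timing: reaction 2 h, 37 °C. Benchmarks: high control without enzyme, low control DMSO plus TDP2. Probe or stimulus: 5 mM T5PNP. Doses: 12.8 µM only. Measured by: epi absorbance of p-nitrophenol freed from T5PNP by hydrolysis.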
UHRF1 MBD2 ctr = UHRF1 methyl-DNA binding inhibition; 370,000 compounds, 0.75% hits; Q96T88; inhibition, % at 4.4 µM; UHRF1 binding to methylated oligo, TR-FRET; in the data active means inhibition above about 21%;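 further: UHRF1 SRA domain binding a hemimethylated CpG hairpin DNA probe; 0% = median of test compound wells and 100% = reference inhibitor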
Target sequence (Q96T88 whole entry, looked up, the tested form may be a part): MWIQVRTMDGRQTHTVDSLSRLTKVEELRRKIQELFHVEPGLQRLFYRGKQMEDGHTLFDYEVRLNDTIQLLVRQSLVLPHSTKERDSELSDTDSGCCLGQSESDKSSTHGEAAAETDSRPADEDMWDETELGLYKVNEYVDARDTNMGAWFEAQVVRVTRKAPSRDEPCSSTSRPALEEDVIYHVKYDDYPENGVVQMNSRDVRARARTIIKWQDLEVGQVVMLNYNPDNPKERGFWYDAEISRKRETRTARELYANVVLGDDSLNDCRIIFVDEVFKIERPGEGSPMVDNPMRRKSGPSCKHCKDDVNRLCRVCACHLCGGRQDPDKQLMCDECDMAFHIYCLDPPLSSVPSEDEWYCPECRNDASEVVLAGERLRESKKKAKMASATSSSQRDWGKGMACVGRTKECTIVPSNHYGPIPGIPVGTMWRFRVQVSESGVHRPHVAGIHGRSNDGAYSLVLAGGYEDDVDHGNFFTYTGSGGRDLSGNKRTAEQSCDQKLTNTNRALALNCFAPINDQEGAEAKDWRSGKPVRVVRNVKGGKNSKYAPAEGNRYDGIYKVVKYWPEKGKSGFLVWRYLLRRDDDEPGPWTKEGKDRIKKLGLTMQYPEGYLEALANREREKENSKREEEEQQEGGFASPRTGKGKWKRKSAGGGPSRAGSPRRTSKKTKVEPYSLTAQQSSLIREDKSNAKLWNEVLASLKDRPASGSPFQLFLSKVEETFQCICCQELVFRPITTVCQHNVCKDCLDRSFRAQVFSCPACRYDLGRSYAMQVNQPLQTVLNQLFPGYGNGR
* marks the source's active call; other numbers are inactive results; · = not tested or not shown.

SMILES	SIAE primary	mABHD4 FP	PRMT1 FP inh	Tn7 DDE FP	PG9 binder	LEDGF integ inh	HTRA1 inhibitor	TCR CD3 inh	TDP2 inh	UHRF1 MBD2 ctr
O=C(O)COc1ccc(NC(=O)c2ccc3c(c2)C(=O)N(Cc2ccccc2)C3=O)cc1	-6	-4	0	-1	-0.9	-2	-5	11	-5	-1
CC(/C=C/c1ccccc1)=N/NC(=O)CCC(=O)Nc1ccccc1C	-2	5	0	-2	-0.3	-1	-5	10	-2	0
O=C(CNC1CCCCC1)Nc1ccc([N+](=O)[O-])cc1C(=O)Nc1ccccc1F	-2	2	3	3	0.0	-6	-20	-2	-10	0
Cc1ccc(Cn2c(=N)c(C(=O)NCc3ccco3)cc3c(=O)n4ccccc4nc32)cc1	-3	12	3	0	1.9	6	42*	8	-3	-3
O=C1NC(c2cccc(Br)c2)=N/C1=C\c1ccco1	-4	17	12	1	-2.4	21*	6	8	3	0
CCOc1ccccc1NC(=O)NC1CCCc2ccccc21 (stereo not given)	5	-4	-3	8	-0.5	-2	-6	0	10	0
COc1ccccc1/C=N/NC(=O)CNC(=O)c1ccccc1	0	-5	-3	-7	-2.7	-1	2	8	5	-3
Brc1ccc(CNc2ccc3ncccc3c2)cc1	6	5	2	-2	-0.5	-6	-1	4	1	-2
N#Cc1cccc(NC(=O)OCCN2C(=O)CCC23CCC(c2ccccc2)CC3)c1 (stereo not given)	0	4	2	-10	·	-3	·	·	4	1
CCCCOC(=O)c1ccc(NC(=O)C(=O)NCc2ccco2)cc1	-7	1	4	6	-0.1	-8	7	-4	2	3
CCN1CCN(CCNC(=O)c2ccc(/C=C3/Sc4ccccc4N(Cc4cccc(Cl)c4)C3=O)cc2)CC1	-10	-7	-2	2	0.2	-3	-21	-3	-6	9
C=CC[C@H](CC(=O)OC(C)(C)C)C(=O)OC[C@H]1CCCN1C(=O)[C@H](CC=C)CC(=O)NCCO	9	5	-1	-1	0.6	0	16	5	10	-1
CCN1CCN(CC(=O)N2N=CCC2c2ccccc2)CC1 (stereo not given)	3	8	-3	-7	-0.6	3	6	5	14	2
CCOc1ccc(N2C(=O)CC(N3CC(C)OC(C)C3)C2=O)cc1 (stereo not given)	5	0	6	2	1.1	1	7	-2	-2	1
COc1ccc(-c2ccc(SCC(=O)Nc3cc(C)on3)nn2)cc1OC	-5	-11	1	-8	-0.6	2	-14	2	-18	3
Cc1ccc(C)c(NC(=O)CNS(=O)(=O)c2ccc3[nH]c(=O)oc3c2)c1	0	8	2	6	·	-2	·	·	-3	2
CC(=O)Nc1sc(N)nc1-c1ccccc1	3	0	-3	-2	-3.1	-4	4	3	6	-3
CCC(CC)c1nc(NCCC(=O)O)c2ccccc2n1	4	6	0	2	0.0	-6	1	-1	-5	6
O=C(c1cc(Cl)cc(Cl)c1)N1CC[C@H]2[C@H](CCCN2Cc2ccccc2)C1	-1	4	2	3	·	-1	·	·	0	0
COc1ccc(/C=C2/CC/C(=C\c3ccc(OC)c(OC)c3OC)C2=O)c(OC)c1OC	1	-7	-5	-11	-1.7	3	-6	8	-11	-1
CCCc1nnc(NC(=O)c2cc3ccccc3oc2=O)s1	3	9	3	1	2.4	0	6	-2	8	1
CC(CNS(=O)(=O)c1cc(Cl)ccc1Cl)CN(C)C (stereo not given)	-4	9	1	-5	-1.7	2	-7	2	12	20
COc1ccc(-c2csc(NC(=O)CN3C(=O)C4CC=CCC4C3=O)n2)cc1OC (stereo not given)	-10	-7	-2	0	-2.0	-1	0	6	-20	3
CCOC(=O)C1CCN(C(=O)c2ccc(OC3CCN(C(=O)CCOC)CC3)cc2)CC1	-1	3	-1	-9	-1.5	-2	2	3	-15	1
CC(C)N(c1ccccc1)c1ccc(NC(=O)CCl)cc1	6	-1	-4	-2	-2.0	0	5	-6	-7	0

Sorted by molecular weight (low to high): 3 of the compounds above
SMILES	SIAE primary	mABHD4 FP	PRMT1 FP inh	Tn7 DDE FP	PG9 binder	LEDGF integ inh	HTRA1 inhibitor	TCR CD3 inh	TDP2 inh	UHRF1 MBD2 ctr
COc1ccccc1/C=N/NC(=O)CNC(=O)c1ccccc1	0	-5	-3	-7	-2.7	-1	2	8	5	-3
CC(CNS(=O)(=O)c1cc(Cl)ccc1Cl)CN(C)C (stereo not given)	-4	9	1	-5	-1.7	2	-7	2	12	20
Cc1ccc(Cn2c(=N)c(C(=O)NCc3ccco3)cc3c(=O)n4ccccc4nc32)cc1	-3	12	3	0	1.9	6	42*	8	-3	-3

Remaining list, next part:
SMILES	SIAE primary	mABHD4 FP	PRMT1 FP inh	Tn7 DDE FP	PG9 binder	LEDGF integ inh	HTRA1 inhibitor	TCR CD3 inh	TDP2 inh	UHRF1 MBD2 ctr
O=C(NCc1ccc2c(c1)OCO2)C1CCC(CNS(=O)(=O)c2ccc(Cl)cc2)CC1 (stereo not given)	2	2	-1	-3	1.3	-1	-3	4	12	-2
COc1cc(Cc2cc(OC)c(O)c(OC)c2)cc(OC)c1O	3	6	3	0	-3.3	2	4	-1	1	-2
O=C(Nc1cccc(F)c1)C1CCN(C(=O)c2ccc(Br)cc2)CC1	-3	-1	2	1	0.1	1	-6	-7	0	0
Cc1oncc1C(=O)NC(C)C	5	5	-3	2	-1.3	-2	-1	2	-17	-1
CCOc1ccc(NC(=O)CN(C)C(=O)c2c(-c3ccccc3)noc2C)cc1OCC	0	3	6	-7	-0.4	-4	1	-3	-7	0
CCN(Cc1ccccc1)C(=O)COc1cc(=O)n(CC)c2ccccc12	7	-5	-2	0	1.9	1	-10	0	14	-3
CCOc1cc(/C=C2/C(=O)ON=C2C)ccc1OCc1ccccc1	-1	-5	2	3	-3.4	-1	·	-3	-6	4
Cc1cc(CNC[C@H]2O[C@@H](n3ccc(=O)[nH]c3=O)[C@H](O)[C@@H]2O)no1	7	2	4	3	0.6	-4	·	-6	9	-1
O=S(=O)(Nc1cccc(S(=O)(=O)N2CCCCCC2)c1)c1ccc(F)cc1F	4	1	2	-5	0.0	-4	-5	-1	-2	-1
CC(=O)c1cc(-c2ccccc2)n(CC(=O)N2CCN(C3CCCC3)CC2)c1C	1	1	5	4	-0.5	2	-1	1	6	-1
C#CCOCC1CN(c2ccccc2)C(=O)O1 (stereo not given)	0	0	2	-1	0.3	0	-4	-7	-6	1
CC(C)Cc1nnc(NC(=O)CCC(=O)NC2CCCCCC2)s1	1	-2	-1	0	-0.7	4	5	2	10	4
CN(C)c1ccccc1-c1cc(NC=O)c2ncc(-c3cccc(C(F)(F)F)c3)n2c1	31*	73*	135*	-8	-1.9	0	·	37*	14	14
CCOC(=O)Cn1c(C)nc2c(C(=O)OCC)sc(C)c2c1=O	-3	1	-1	-1	1.2	-4	2	1	11	-3
CCOC(=O)c1sc(NC(=S)NC(=O)c2cccc(OC)c2)nc1C	-13	-1	-9	-8	-1.8	6	1	2	-13	1
CCOC(=O)C[C@H]1c2cc(F)ccc2S(=O)(=O)N1c1cccc(OC)c1	13	0	0	0	-2.5	0	-14	7	-1	0
O=c1[nH]cnc2c1N1CCC2CC1	5	0	-3	2	-0.6	-2	8	0	-10	0
O=C(CSc1nnc(-c2cccnc2)n1-c1ccc(Cl)cc1)Nc1cccc2ccccc12	5	2	-1	4	·	-5	·	·	-1	-1
CC1CN(C(=S)SCCN2Cc3ccccc3C2=O)CC(C)O1 (stereo not given)	-4	-3	-1	-4	-1.3	2	4	-1	7	4
Cc1cc(C)nc(NNC(=O)NC2CCCCC2)n1	1	4	5	1	-2.1	1	13	0	2	4
COc1ccccc1CNC(=O)COC(=O)Cc1ccc(F)cc1	5	-3	-3	4	0.6	0	-3	8	-3	-1
Cc1nn(CC2CC2)c(=O)n1-c1cccc(Cl)c1	-6	2	-1	-11	0.3	3	1	3	10	-2
COc1ccc(N2CSC3=C(C#N)C(c4cccs4)CC(=O)N3C2)cc1 (stereo not given)	1	5	3	7	0.6	-2	4	0	-3	1
O=C(CSc1nc2ccccc2[nH]1)Nc1ccc2c(c1)OCCO2	9	-6	1	6	-0.2	-2	-7	-2	-9	-3
Cc1nc(-c2ccccc2)sc1C1(C)CC(c2cccc(F)c2)=NO1 (stereo not given)	1	4	-2	-4	0.4	-1	-29	-5	6	0

(further entries)
SMILES	SIAE primary	mABHD4 FP	PRMT1 FP inh	Tn7 DDE FP	PG9 binder	LEDGF integ inh	HTRA1 inhibitor	TCR CD3 inh	TDP2 inh	UHRF1 MBD2 ctr
COc1ccc(C2C3=C(CC(C)(C)CC3=O)N(C)C3=C2C(=O)CC(C)(C)C3)cc1OC	-1	0	-6	1	-1.2	-2	-3	5	0	0
Cc1cc(NC(=O)CN2C(=O)NC(Cc3ccccc3)C2=O)no1 (stereo not given)	-5	-2	-1	1	2.3	-7	4	1	-6	3
O=C(CN1C(=O)CSc2ncccc21)N1CCOCC1	-1	-1	-2	-2	-2.3	2	-6	7	6	-2
COc1ccc(N2CCN(C(=O)COc3ccc4c(C)cc(=O)oc4c3C)CC2)cc1	4	0	-2	1	-2.7	0	3	-2	-2	1
COc1ccc2[nH]c(=O)c(CN(C)C(=O)c3cccs3)cc2c1	-4	-1	1	0	1.0	-1	3	-8	3	0
O=C(c1ccc(CS(=O)Cc2ccc(Cl)cc2)o1)N1CCN(c2ccccn2)CC1 (stereo not given)	1	-12	5	3	2.4	0	1	5	-15	2
O=C(CN1CCN(Cc2ccc3c(c2)OCO3)CC1)NCC(F)(F)F	2	9	-2	-8	-3.5	-1	-5	2	18	-1
CCc1ccc(CCC(=O)Nc2sc3c(c2C#N)CCCC3)o1	-6	9	15	0	0.8	3	-17	-6	-7	2
CCC(=O)Nc1nc2ccccc2n1Cc1ccccc1	2	4	-1	-4	-0.7	6	3	3	7	-2
COC(=O)CNC(=O)C1CCCN1C(=O)CNC(=O)OC(C)(C)C (stereo not given)	3	7	4	-3	-0.1	-2	-6	0	0	1
CCCN1CCCCC(NC(C)=O)C1=O (stereo not given)	-1	0	-1	1	-1.9	2	·	-8	3	-1
CC(C)CC(=O)CN1C(=O)C2(OCCO2)c2ccccc21	-2	6	4	2	0.7	1	10	1	10	0
CCCSc1nc2cc(S(=O)(=O)N3CCOCC3)ccc2n1CC	5	1	-6	0	-0.5	6	-2	9	12	2
COCCOc1ccc(C(F)(F)F)cc1NC(=O)CN1C(=O)NC(C)(c2ccc3c(c2)OCO3)C1=O (stereo not given)	-3	-29	-5	-5	-0.4	3	-7	-7	-17	4
Cc1ccnn1CCC(=O)N1CCCC(Nc2ccc(C(C)C)cc2)C1 (stereo not given)	3	2	-4	-2	-3.5	4	1	0	-7	-1

Assay outcomes deposited in PubChem BioAssay by The Scripps Research Institute Molecular Screening Center.

No enrichment for hits; overall some 4.2% were active at least once.
